# Tau fluor cs: counter-screen for tau fibril formation inhibitors; tau K18 P301L Alexa594 fluorescence, heparin fibrillization; Potency, µM (series often up to 57.7 µM), for inactives: at the highest dose activity change, negative = decrease; 280,000 compounds, 0.93% hits; AID 1463; also: % is scaled to controls: 0 for no effect and ±100 for the full control effect; nearly all actives have a fitted effect of over 55% in size
#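 Human K18 P301L tau (15 uM unlabeled plus 0.24 uM Alexa 594-labeled, final) in 100 mM sodium acetate pH 7 was mixed with compound and 20 uM heparin and incubated 6 hr at 37 C.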
# HTT ATP protect: cytoprotection in Huntington HTT-Q103 PC12 cell model. Potency, µM (series often up to 56.4 µM), for the others: cytoprotection (ATP increase), hits mostly activators. PC12 HTT-Q103 induced, cytoprotection, ATP luminescence, 40 h. AID 1471. 230,000 compounds, 0.14% hits;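 also: % of control where 0% means no effect; nearly all actives have a fitted effect of over 45% in size; toxic huntingtin expression switched on by the ecdysone agonist tebufenozide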
#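 Compounds were screened for protection of PC12 cells against cell death after tebufenozide induction (100 nM final) of mutant Huntingtin exon 1 (Q103) fused to GFP.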
# GAA spleen mod: inhibitors or activators of human alpha-glucosidase in spleen homogenate; P10253; human spleen homogenate, 4-MU-alpha-glucoside fluorescence; Potency, µM (top dose mostly 79.9 µM), inactives show at the top dose activity change, negative = inhibition, hits mostly inhibitors; 240,000 compounds, 0.006% hits;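 also: 0% = enzyme with vehicle and -100% = no enzyme basal signal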
#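 Human spleen homogenate (1 ug) incubated with compounds and 1 mM 4-methylumbelliferyl-alpha-D-glucopyranoside in pH 5.0 citrate/phosphate buffer, 37 C, 40 min. Stopped at pH 10; 4-MU fluorescence (Ex 365/Em 440 nm); AC50 by Hill fit.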
# GLA spleen mod: inhibitors or activators of human alpha-galactosidase in spleen homogenate; Potency, µM (highest dose often 80 µM), inactives show at the top dose activity change, negative = inhibition, usual class: inhibitors; 240,000 compounds, 0.008% hits; human spleen homogenate, 4MU-alpha-Gal fluorescence, 40 min; P06280;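 also: 0% = enzyme with vehicle and -100% = no enzyme basal signal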
# Target sequence (P06280 32-429 limits assumed): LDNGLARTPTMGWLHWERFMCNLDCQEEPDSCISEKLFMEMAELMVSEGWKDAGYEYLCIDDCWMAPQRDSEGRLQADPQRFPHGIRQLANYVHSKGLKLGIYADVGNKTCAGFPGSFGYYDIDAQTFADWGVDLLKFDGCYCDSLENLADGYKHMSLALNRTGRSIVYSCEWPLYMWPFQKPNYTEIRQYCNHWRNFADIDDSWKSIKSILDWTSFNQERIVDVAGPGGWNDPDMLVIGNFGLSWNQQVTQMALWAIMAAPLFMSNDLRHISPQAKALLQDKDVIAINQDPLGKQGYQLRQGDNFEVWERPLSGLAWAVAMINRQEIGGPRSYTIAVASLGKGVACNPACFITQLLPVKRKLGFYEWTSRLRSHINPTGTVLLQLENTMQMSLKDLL
#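 Fluorogenic readout (Ex 365/Em 440 nm) of 4-methylumbelliferone released from 1 mM 4-MU-alpha-galactoside by spleen homogenate, 40 min at 37C, pH 5.0. Data normalized to no-enzyme and enzyme controls; Hill-equation AC50 from compound titrations.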
# Tau FP inhib: tau fibrillization inhibition (FP); K18 P301L tau heparin fibrillization, Alexa594 FP, 6 h; Potency, µM (highest dose often 57.7 µM), for inactives: at the highest dose activity, negative = inhibition, actives largely listed as inhibitors; 280,000 compounds, 0.39% hits; also: % is scaled to controls: 0 for no effect and ±100 for the full control effect; nearly all actives have a fitted effect of over 55% in size
# Target sequence (P10636 561-689 P618L limits assumed): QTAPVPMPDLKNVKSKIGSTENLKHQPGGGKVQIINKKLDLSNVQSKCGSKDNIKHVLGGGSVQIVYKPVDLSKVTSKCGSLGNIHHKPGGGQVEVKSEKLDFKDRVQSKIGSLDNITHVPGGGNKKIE
#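 K18 P301L tau (15 uM unlabeled/0.24 uM Alexa 594-labeled, final) + compound + heparin 20 uM final; 100 mM NaOAc pH 7; 6 hr 37 C; ThT 30 uM final added, 1 hr RT; FP ex 555/em 632 nm.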
# GAA inhib: alpha-glucosidase (human) inhibition. P10253. purified human GAA, 4-MU-alpha-glucoside fluorescence. Potency, µM (series often up to 76.9 µM), for the others: at the top dose activity change, negative = inhibition, most hits filed as inhibitors. 200,000 compounds, 0.005% hits;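 also: plate controls were uninhibited enzyme wells for no effect and no-enzyme background for full effect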
#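 Human enzyme at 4 nM with 400 uM 4-methylumbelliferyl-alpha-D-pyranoside, citrate/phosphate buffer pH 5.0, 0.005% Tween-20, 20 min at room temperature. Compounds up to 77 uM. 4-MU fluorescence (Ex 365/Em 440) read after NaOH/glycine stop; AC50 from Hill fit.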
# Tau ThT inhib: blocks human tau fibril formation measured by thioflavin T. P10636. recombinant tau K18 P301L (four-repeat tau fragment), heparin-induced fibrillization, ThT fluorescence. Potency, µM (series often up to 57.4 µM), without a hit: at the highest dose activity, negative = inhibition, actives largely listed as inhibitors. 270,000 compounds, 2.1% hits. AID 1460; also: % is scaled to controls: 0 for no effect and ±100 for the full control effect; nearly all actives have a fitted effect of over 55% in size
#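 Heparin-induced (20 uM) aggregation of recombinant human K18 P301L tau, 15 uM unlabeled with 0.24 uM labeled, pH 7 acetate buffer, 6 hr at 37 C with compound. Fibrils quantified by 30 uM ThT fluorescence after 1 hr ambient incubation.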
# GAA glycogen mod: alters human alpha-glucosidase cleavage of glycogen; recombinant GAA, glycogen substrate, Amplex Red glucose oxidase fluorescence; Potency, µM (titrated, usually from 76.4 µM), for inactives: top-dose activity change, negative = inhibition, usual class: inhibitors; 300,000 compounds, 0.38% hits; AID 2100;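 also: 0% = full enzyme reaction and -100% = no-enzyme basal signal; the screen sought inhibitors and activators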
#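 Recombinant enzyme (4 nM final) with compounds titrated up to 77 uM and bovine liver glycogen (30 ug) in citrate pH 5.0, 0.01% Tween-20, 37 C 40 min. Released glucose detected by Amplex Red/glucose oxidase (Ex 573/Em 610); AC50 from Hill fits.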
# An asterisk follows results filed as active; ? = inconclusive; · = no result given; & = joins results of further samples; [ ] = dose if it differs, or a comment. Calls follow the shape of the dose curve; as a rule, active = well fitted curve in the direction sought with a large enough effect; inconclusive = small, poorly fitted or top-dose-only effect, or another doubt; inactive = no such curve, though single readings can be large; an effect the other way counts as inactive or inconclusive. Potency is read from the fitted curve at half-maximal effect.
SMILES,Tau fluor cs,HTT ATP protect,GAA spleen mod,GLA spleen mod,Tau FP inhib,GAA inhib,Tau ThT inhib,GAA glycogen mod
Cc1ccc(C)c2[nH]c(=O)c(CN(Cc3ccco3)C(=S)NCC3CCCO3)cc12 (stereo unspecified),-15%,13%[10 µM],-1%,9%,-10%,-6%,?,-17%
CC(C)C(=O)NC(C)C(c1cccs1)N1CCN(C)CC1 (stereo unspecified),0%,8%[0.074 µM],-17%,-1%,2%,-1%,2%,-3%
CCc1ccccc1N1CC(c2nc3ccccc3n2CCOc2ccc(Cl)c(C)c2)CC1=O (stereo unspecified),-17%,·,·,·,-8%,·,?,-16%[76.3 µM]
CN1CC=C2C(C#N)=C(N)C(C#N)(C#N)[C@H](c3cccc(Cl)c3)C2C1 (stereo partly specified),-27%,5%,4%,?,?,?,20µM*,21%
Cc1ccccc1-c1nc(CS(=O)CC(=O)NCCCN(C)c2ccccc2)c(C)o1 (stereo unspecified),-15%,7%,-4%,3%,10%,6%,-14%,-19%
CC(=O)c1ccc(NC(=O)CCn2c(=O)oc3ccccc32)cc1,0%,-12%,-10%,-4%,5%,-2%,-6%,-3%
O=C(NCCN1CCN(c2cccc(Cl)c2)CC1)C1CCCN(S(=O)(=O)c2cnc[nH]2)C1 (stereo unspecified),-8%,-20%,0%,-1%,1%,0%,-8%,10%
CC(NC(=O)c1cc2c(=O)n3ccccc3nc2n(C(C)C)c1=N)c1ccccc1 (stereo unspecified),-2%,·,·,·,1%,·,0%,10%[76.3 µM]
CCCCCCCCOC(=O)C1=C(C)Nc2nnnn2C1c1cccs1 (stereo unspecified),?,-5%,3%,10%,-3%,-3%,-17%,-20%
COc1ccc(C(=O)NCc2nc3ccccc3[nH]2)cc1OC,9%,-12%,-18%,-18%,1%,-2%,-1%,10%
CC(SCC(=O)NC12CC3CC(CC(C3)C1)C2)C(=O)O (stereo unspecified),16%,-10%[10 µM],10%,0%,7%,-2%,8%,-3%
O=C(NCc1ccccn1)c1ccc(Cn2cc(Br)cn2)o1,-10%,-2%[0.074 µM],-2%,5%,0%,5%,-12%,-7%
CCCCn1nnnc1NCc1ccc(OC)c(OC)c1,8%,-3%[10 µM],-3%,-4%,-4%,0%,0%,-1%
C=CCOC(=O)C1=C[C@H](c2cn(C(C)=O)c3ccccc23)C[C@H](OCCCCO)O1,-2%,17%[10 µM],-3%,-4%,5%,·,?,10%
CCC(C)NC(=S)Nc1ccccc1 (stereo unspecified),-14%,26%[10 µM],-8%,-7%,1%,·,-10%,2%
Cc1ccc(Cl)cc1N=C(N)N=C(N)N,-2%,3%[10 µM],3%,-2%,-8%,?,1%,11%
Cc1ccc(NC(=O)c2c(C)oc3ccc(O)c(CN4CCOCC4)c23)c(C)c1,-1%,·,·,·,6%,·,-3%,-7%[76.3 µM]
CCC(CC)C(=O)Nc1cc(C(=O)NCCc2ccccc2)ccc1Cl,-9%,1%,-3%,3%,-5%,?,-18%,4%
COC(=O)C(NC(C)=O)(Nc1nc(C)cs1)C(F)(F)F (stereo unspecified),-10%,6%[10 µM],-2%,2%,0%,1%,-19%,21%
O=C(Nc1cccc2cccnc12)c1cccc(N2C(=O)CCC2=O)c1,-6%,-31%,0%,-3%,0%,-3%,-4%,3%
COc1cc(=O)n2c(n1)SCCC2,-6%,7%,-4%,-4%,2%,-1%,-4%,-2%
Cc1ccc(/C=N/n2c(-c3ccncc3)n[nH]c2=S)cc1,-7%,36%[10 µM],2%,-6%,2%,6%,-10%,6%
O=C(O)Cn1cc2c(n1)CCCC2,3%,6%,-2%,5%,3%,0%,2%,1%
N/C(=N\OS(=O)(=O)c1ccccc1)c1ccncc1,-10%,-28%,3%,8%,?,3%,?,-3%
COC(=O)[C@H]1[C@@H](C)N(Cc2ccccc2)C(=O)N[C@H]1c1cccc(C(F)(F)F)c1,-12%[11.6 µM],1%[10 µM],-1%[17.4 µM],-2%[17.5 µM],-6%[11.6 µM],·,-7%[11.5 µM],·

# Given with values under each structure: entries from further up
# Order of results – Tau fluor cs	HTT ATP protect	GAA spleen mod	GLA spleen mod	Tau FP inhib	GAA inhib	Tau ThT inhib	GAA glycogen mod
Cc1ccc(C)c2[nH]c(=O)c(CN(Cc3ccco3)C(=S)NCC3CCCO3)cc12 (stereo unspecified)
→ -15%	13%[10 µM]	-1%	9%	-10%	-6%	?	-17%
O=C(NCCN1CCN(c2cccc(Cl)c2)CC1)C1CCCN(S(=O)(=O)c2cnc[nH]2)C1 (stereo unspecified)
→ -8%	-20%	0%	-1%	1%	0%	-8%	10%
CCC(C)NC(=S)Nc1ccccc1 (stereo unspecified)
→ -14%	26%[10 µM]	-8%	-7%	1%	·	-10%	2%
Cc1ccccc1-c1nc(CS(=O)CC(=O)NCCCN(C)c2ccccc2)c(C)o1 (stereo unspecified)
→ -15%	7%	-4%	3%	10%	6%	-14%	-19%
CC(C)C(=O)NC(C)C(c1cccs1)N1CCN(C)CC1 (stereo unspecified)
→ 0%	8%[0.074 µM]	-17%	-1%	2%	-1%	2%	-3%

# Additional compounds:
SMILES,Tau fluor cs,HTT ATP protect,GAA spleen mod,GLA spleen mod,Tau FP inhib,GAA inhib,Tau ThT inhib,GAA glycogen mod
Cc1cc(C(=O)NC(C)C)on1,-13%,-1%,6%,10%,-1%,-5%,-11%,6%
COc1ccccc1Nc1nc(N)nc(CN2CC(C)CC(C)C2)n1 (stereo unspecified),-9%,24%,-5%,4%,3%,3%,-11%,-1%
CCOc1ccc(N(Cc2ccc(OC)cc2)C(=O)c2ccco2)cc1,-5%,-42%[inhibitor],-3%,-5%,4%,-15%,-9%,10%
CS(=O)(=O)N(CC(=O)Nc1ccccc1Sc1ccccc1)C1CCCCC1,-2%,-73%[inhibitor][10 µM],13%,0%,5%,0%,3%,25%
COc1ccc(Cl)cc1-c1nc(-c2ccc(Br)o2)no1,1%,0%,-16%,-12%,2%,-1%[15.4 µM],6%,-5%
CN1CCc2ccccc2Cc2[nH]c3ccccc3c2CC1,-10%&-13%,?,3%&-3%,-13%&2%,-6%&-6%,·,-16%&-16%,·
O=C(c1cccs1)N1CCN=C1SCc1ccccc1,-7%,-15%[1.9 µM],-3%,-1%,-5%,-3%,0%,-7%
CC(C)OCCCNC(=O)c1ccncc1,3%,3%,-7%,-17%,2%,-8%,8%,2%
Cc1ccc(NC(=O)C2C3/C=C\CCCCC32)cc1 (stereo unspecified),-1%,1%[10 µM],1%,-2%,4%,-4%,2%,-3%
Cc1nc(N2CCCC2)c2nnn(Cc3ccccc3Cl)c2n1,1%,-22%,7%,9%,3%,3%,0%,1%
CC(=O)N(c1cccc(C)c1)S(=O)(=O)c1ccc(Cl)cc1,1%,-29%,6%,3%,6%,4%,-1%,-1%
O=C(CCCc1ccccc1)NCc1cccnc1,2%,-24%,-6%,-3%,-2%,-8%,-3%,-19%
O=C(O/N=C(/c1ccccc1)c1ccncc1)c1cccc(F)c1,-10%,-1%,2%,9%,-3%,?,-4%,1%
Cc1c(NC(=O)/C=C/c2ccc(S(=O)(=O)N3CCOCC3)cc2)c(=O)n(-c2ccccc2)n1C,-10%,-39%[inhibitor],4%,5%,-12%,-1%,0%,5%
COC1CCCCC1Nc1cccc(SC)c1 (stereo unspecified),-11%,3%,-2%,1%,7%,-4%,-2%,3%
CCOC(=O)C1CCN(S(=O)(=O)c2ccc(-c3cc(C(F)(F)F)n(C)n3)s2)CC1,-24%,11%[10 µM],4%,7%,7%,?,-12%,-12%
O=C(NCC1CCCO1)/C(=C\c1ccccc1)NC(=O)c1ccccc1 (stereo unspecified),-9%,35%[10 µM],3%,0%,-6%,?,-6%,6%
COC(=O)C1=C(NC(=O)c2cccs2)CCS1,-3%,4%,2%,-7%,-7%,-3%,-4%,2%
O=S(=O)(NCc1ccccn1)c1ccc(Br)s1,-12%,1%,-5%,-3%,-11%,?,-10%,-1%
CN(C)/C=N/c1nc2nccc(-c3cccnc3)n2n1,2%,4%[10 µM],-2%,-14%,-7%,?,-3%,12%
O=C(COC(=O)CCc1ccc(S(=O)(=O)N2CCCCC2)cc1)Nc1ccc2c(c1)OCO2,-24%,4%[4.97 µM],4%,-3%,14%,-4%,-17%,4%
CCOC(=O)COc1cccc2c(=O)n(CC(=O)N3CCc4ccccc43)ccc12,4%,-6%,6%,6%,0%,4%,-7%,6%
CCN(CC(=O)Nc1ccc2c(c1)OCCO2)C(=O)/C=C/c1ccc(F)cc1,-6%,·,-20%,5%,0%,-12%,-2%,-13%
CCCCCCCNC1=CC(=O)CC(c2ccccc2)C1 (stereo unspecified),-8%,13%[10 µM],-6%,6%,11%,0%,-15%,-7%
COCCN(CCOC)C(=O)Nc1ccc(Cl)cc1,0%,8%[10 µM],10%,5%,6%,2%,10%,-5%

# The results go on.
SMILES,Tau fluor cs,HTT ATP protect,GAA spleen mod,GLA spleen mod,Tau FP inhib,GAA inhib,Tau ThT inhib,GAA glycogen mod
C=CCn1c(O)c(N=O)c2ccccc21,-18%,7%[10 µM],1%,0%,-2%,·,-18%,4%
O=C(CN1CCN(Cc2ccccc2Cl)C1=O)NC1CCCCCCC1,-12%,-13%[10 µM],5%,2%,6%,6%,-19%,-4%
COC(=O)CC1COc2ccccc2N1C(=O)c1ccc(Br)cc1 (stereo unspecified),-5%,-11%[10 µM],-16%,-25%,0%,-4%,-9%,-1%
O=C(O)c1sc2ncccc2c1OCc1ccccc1,6%,-22%,-5%,2%,-5%,-8%,7%,-5%
O=c1[nH]c2ccc(Cl)cc2c(=O)n1Cc1ccco1,-19%,21%,2%,5%,-3%,2%,-8%,5%
O=C(O)c1ccc(CNC(=O)c2ccc(Br)o2)cc1,8%,-5%,-3%,-5%,4%,4%,1%,2%
COc1ccc(NC(=O)CCS(=O)(=O)c2nc(-c3ccc4c(c3)OCO4)cc(C(F)(F)F)n2)cc1OC,-8%,·,·,·,-1%,·,-5%,5%[76.3 µM]
CCOc1ccc(NC(=S)Nc2ccc(C)c([N+](=O)[O-])c2)cc1,32µM*[quencher],1%,-1%,7%,-4%,0%,?,-15%

# Assay outcomes: PubChem BioAssay, National Center for Advancing Translational Sciences (NCATS)
